# Compound activity as filed in PubChem.
# MmCpn inh = inhibitors of Methanococcus maripaludis chaperonin (MmCpn). purified Mm-Cpn ATPase, ADP Transcreener TR-FRET. Potency, µM (doses to about 76.9 µM), inactives show top-dose activity, negative = inhibition, usual class: inhibitors. 0.031% of 330,000 active. AID 504842; further: potency means the concentration at half of the fitted maximal effect; on the % scale 0 is the no-effect control and ±100 the full control effect; nearly all actives have a fitted effect of over 80% in size
#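 25 nM Mm-CPN + cpd, 10 min 37°C; + 10 uM ATP, 30 min 37°C; buffer 30 mM Tris pH 7.4, 100 mM KCl, 5 mM MgCl2, 1 mM DTT; Transcreener ADP HTRF detection 30 min RT.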
# EPAC2 agonist = EPAC2 (human) agonism; Q8WZA2; EPAC2 activation, biochemical qHTS; response scale: 100% = 6.5 mM cAMP response; Potency, µM (top dose mostly 154 µM), for inactives: at the top dose activation, most hits filed as activators; 0.079% of 360,000 active; AID 720711; further: potency means the concentration at half of the fitted maximal effect; nearly all actives have a fitted effect of over 50% in size
# Target sequence (Q8WZA2 whole entry, looked up): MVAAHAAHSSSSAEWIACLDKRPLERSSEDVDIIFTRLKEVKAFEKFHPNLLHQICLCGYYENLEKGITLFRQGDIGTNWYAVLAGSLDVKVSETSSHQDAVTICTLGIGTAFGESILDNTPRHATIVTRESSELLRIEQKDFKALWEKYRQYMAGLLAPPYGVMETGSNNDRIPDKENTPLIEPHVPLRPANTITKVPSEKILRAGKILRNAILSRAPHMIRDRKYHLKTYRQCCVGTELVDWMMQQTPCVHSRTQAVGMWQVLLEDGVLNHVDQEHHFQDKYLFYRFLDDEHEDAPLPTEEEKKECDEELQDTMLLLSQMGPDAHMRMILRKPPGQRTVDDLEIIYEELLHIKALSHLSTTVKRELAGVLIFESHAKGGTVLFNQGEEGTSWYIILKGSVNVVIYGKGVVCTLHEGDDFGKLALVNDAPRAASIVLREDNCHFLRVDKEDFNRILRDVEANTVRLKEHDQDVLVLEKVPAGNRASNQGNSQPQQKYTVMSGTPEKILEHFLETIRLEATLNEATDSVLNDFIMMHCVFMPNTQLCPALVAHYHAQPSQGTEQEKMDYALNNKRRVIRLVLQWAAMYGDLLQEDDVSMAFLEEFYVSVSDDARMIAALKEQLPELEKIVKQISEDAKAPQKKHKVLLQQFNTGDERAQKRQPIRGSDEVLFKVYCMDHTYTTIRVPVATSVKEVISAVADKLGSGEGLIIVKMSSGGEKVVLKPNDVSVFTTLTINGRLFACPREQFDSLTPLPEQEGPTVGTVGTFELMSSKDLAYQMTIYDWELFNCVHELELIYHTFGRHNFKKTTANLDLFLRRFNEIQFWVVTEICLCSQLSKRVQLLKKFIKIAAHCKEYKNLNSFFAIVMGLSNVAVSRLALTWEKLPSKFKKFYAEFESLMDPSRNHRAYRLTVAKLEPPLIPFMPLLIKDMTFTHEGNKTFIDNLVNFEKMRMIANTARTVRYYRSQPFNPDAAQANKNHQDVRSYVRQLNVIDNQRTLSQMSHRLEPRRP
#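 In this primary screen, activation is scored as increased exchange of BODIPY-GDP from Rap1B by 100 nM EPAC2, with 50 uM GDP as competitor. Signal is normalized to the 6.5 mM cAMP agonist control.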
# DRD3 antagonist = antagonists of human D3 dopamine receptor; 2.5% of 360,000 active; D3R cells, DiscoveRx beta-arrestin luminescence, antagonist mode; stronger effect = lower value; max response, negative = inhibition, %; in the data active means max response below about -50%; inconclusive means no clear call, values can overlap the other calls; further: on the % scale 0 is the no-effect control and ±100 the full control effect; mostly tested at two doses, the higher about 12 µM
#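 Cells expressing the human receptor were seeded at 1500 cells/well, incubated overnight at 37 degrees C in 5% CO2, then exposed to library compounds with dopamine controls for 90 minutes at 37 degrees C before luminescent detection.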
# EPAC2 antag = blocks human EPAC2 exchange factor; Q8WZA2; 0.18% of 360,000 active; EPAC2 GEF exchange of Rap1B-BODIPY-GDP, fluorescence; Potency, µM (titrated, usually from 114 µM), without a hit: at the highest dose activity, negative = inhibition, most hits filed as inhibitors; further: potency means the concentration at half of the fitted maximal effect; on the % scale 0 is the no-effect control and ±100 the full control effect; nearly all actives have a fitted effect of over 45% in size; many of its hits are not listed in these tables
# Akt phos inh = inhibitors of Akt phosphorylation; Neuro2A IGF-stimulated pAkt S473 HTRF, 20 min; stronger effect = lower value; activity change, % for hits at 50 µM; 0.32% of 360,000 active; AID 651550; in the data active means activity change below about -80%; inconclusive means mostly about -51% to -80%; further: on the % scale 0 is the no-effect control and ±100 the full control effect
#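 Neuro2A cells in DMEM with 0.5% FBS, overnight at 37 deg C, given compound at single 50 µM final, then IGF (6 nM final) for 20 min at 37 deg C. Lysed; phospho-Akt Ser473 by HTRF after 24 h, 665/615 ratio.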
# CCT chaperon mod = cytosolic chaperonin activity modulation; 0.3% of 360,000 active; AID 651819; purified chaperonin ATPase assay, HTRF ADP detection, 30 min; activity change, % (test concentration not listed), hits read low; in the data active means activity change below about -30%; further: on the % scale 0 is the no-effect control and ±100 the full control effect
#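 TRiC (40 or 20 nM final, by batch activity) in 30 mM Tris pH 7.4, 100 mM KCl, 5 mM MgCl2, 1 mM DTT was treated with compound at 76 uM single dose, then 10 uM ATP, 30 min at 37 °C. ADP was read by HTRF Transcreener.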
# DRD3 agonist = D3 dopamine receptor (human) agonism; P35462; D3R DiscoveRx beta-arrestin cells, luminescence, 90 min; max activation, %; 0.58% of 410,000 active; in the data active means max activation above about 30%; further: 0% is about no effect; mostly tested at two doses, the higher about 12 µM
#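 Agonist-mode cell screen: cells plated at 1500/well and incubated overnight at 37 °C, then exposed to library compounds for 90 min at 37 °C. Detection reagent was added for 30–60 min at room temperature, and luminescence was read.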
# PTHR1 agonist = PTHR1 (human) receptor agonism. HEK293 GP2 PTHR1 cells, GloSensor cAMP luminescence, 1 h. Potency, µM (highest dose often 115 µM), for the others: top-dose activation, hits mostly activators. 0.075% of 410,000 active; further: potency means the concentration at half of the fitted maximal effect; nearly all actives have a fitted effect of over 55% in size; some results filed as inactive show a strong effect at the top dose; inactives centre near -15; many of its hits are not listed in these tables
#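 HEK-293-derived GP2 cells expressing PTHR1 and a GloSensor cAMP reporter, 3,000/well, plated overnight, given luciferin plus IBMX (each 0.5 mM as added) for 1 h at 37 °C, then compound for 1 h at 37 °C. Luminescence was read after 15 min at room temperature.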
# An asterisk follows results filed as active; i = inactive; ? = inconclusive; / = no result given; [ ] = dose if it differs, or a comment. Unless noted, the call rests on the fitted dose curve; in most records, active means well fitted curve in the direction sought with a large enough effect; inconclusive means small, poorly fitted or top-dose-only effect, or another doubt; inactive means no such curve, though single readings can be large; an effect the other way counts as inactive or inconclusive. A portion of the library. The share of hits here may be higher or lower than overall.
1: CCOC(=O)C1CCCN(CCC(=O)Nc2ccccc2C)C1 (stereo not given)
2: CCOc1cc(C(=O)OCc2ccc([N+](=O)[O-])cc2)ccc1OCC(=O)N1CCOCC1
3: CC1CCc2nn(CC(=O)NCCC3=CCCCC3)cc2C1 (stereo not given)
4: O=C(COc1ccc(F)cc1)Nc1ccc(-n2cnnn2)cc1
5: Cc1cccc(NC(=O)NNC(=O)COc2ccc([N+](=O)[O-])cc2)c1C
6: CC(=O)Nc1cc(NC(C)=O)c(N=Nc2ccccc2)cc1C
7: CCOC(=O)c1cnc(Nc2nc3ccccc3o2)nc1C
8: CNC(=O)C[C@H]1C(=O)N(c2ccc(OC)cc2)C[C@@H]1Cc1ccccc1
assay / entry,1,2,3,4,5,6,7,8
MmCpn inh,-1%,1%,0%,0%,-4%,-6%,?,/
CCT chaperon mod,-2.6,1.5,-0.9,-5.9,0.9,-1.9,-2.8,-2.6
Akt phos inh,i,i,i,i,i,i,i,i
DRD3 antagonist,-3,0,-6,8,1,10,8,-9
EPAC2 agonist,11%,5%,-2%,-1%,-1%,6%,-10%,12%
EPAC2 antag,1%,-4%,-15%,8%[57.1 µM],15%,-8%,0%,-1%
PTHR1 agonist,-6%,-23%,i,5%[57.5 µM],i,i,-26%[57.5 µM],-2%
DRD3 agonist,-12,-13,-8,0,-12,-2,13,-3

9: Cc1cn([C@H]2C[C@H](O)[C@@H](CNCc3ccc(CN(C)S(C)(=O)=O)o3)O2)c(=O)[nH]c1=O
10: C=CCn1c(=S)[nH]c2scc(-c3ccc(C)o3)c2c1=O
11: Cn1nccc1C(=O)NCCN1C(=O)OC(C)(C)C1(C)O (stereo not given)
12: CCOc1ccccc1N(CC(=O)Nc1ccccc1C(=O)N1CCOCC1)S(C)(=O)=O
13: N#CCCC12CCCCC1=Nc1ccccc12 (stereo not given)
14: CC12CCC(=O)N1C(C(=O)O)Cc1c2[nH]c2ccccc12 (stereo not given)
15: COc1ccc(N=Cc2c(O)[nH]c3ccccc23)cc1
16: Cc1cccc(C(=O)NCCNC(=O)c2cccc(C)c2)c1
assay / entry,9,10,11,12,13,14,15,16
MmCpn inh,/,-28%,1%,2%,0%,0%,-6%,1%
CCT chaperon mod,-0.6,-2.2,-0.6,-0.6,0.5,1.9,-0.5,0.5
Akt phos inh,i,i,i,i,i,i,i,i
DRD3 antagonist,8,7,-5,-19,11,-6,13,-7
EPAC2 agonist,4%,-8%,4%,7%,1%,-11%,-9%,-10%
EPAC2 antag,3%,-9%,2%,-6%,-17%,-2%,10%,13%
PTHR1 agonist,i,-41%[inhibitor],-3%[57.5 µM],-3%,i,-16%[57.5 µM],-21%,-16%
DRD3 agonist,3,6,8,5,4,0,-4,1

17: Cc1ccc(CSCC(=O)Nc2cc(S(=O)(=O)N3CCOCC3)ccc2OCC(F)(F)F)cc1
18: N#C/C(=C\c1ccccc1)C(=O)NC1CC1
19: CCN(CC)C1Oc2cc3c(cc2C(c2cc(OC)c(O)c(OC)c2)C1C)OCO3 (stereo not given)
20: O=c1ccc2c(-c3ccccc3)c3ccc(O)cc3oc-2c1
21: Cc1cc(C)cc(-n2c3nc4ccccc4nc3c3c(=O)n(Cc4ccco4)cnc32)c1
22: CCCCOc1ccc(N(CC(=O)NC2CCCC2)C(=O)CCC(=O)Nc2ccccn2)cc1
23: CCN=C(Nc1ccc(Cl)cc1)c1cccnc1
24: CCOc1ccc(OCC)c(NC(=O)CN2CCN(c3cc(C)ccc3C)CC2)c1
assay / entry,17,18,19,20,21,22,23,24
MmCpn inh,/,1%,/,-1%,-5%,0%,-1%,-4%
CCT chaperon mod,-1.3,0.4,-3.0,-0.9,-1.5,1.3,-0.6,-4.8
Akt phos inh,i,i,i,i,i,i,i,i
DRD3 antagonist,6,3,7,33,?,3,?,14
EPAC2 agonist,-1%,1%,-19%,14%,0%,-2%,2%,3%
EPAC2 antag,-2%,6%,-1%,/,-6%,2%,-4%,-7%
PTHR1 agonist,-53%[inhibitor],-31%[inhibitor],i,-20%,i,-3%,3%,-14%
DRD3 agonist,1,-4,1,12,13,0,-8,4

25: CSc1nsc(SC)c1C(=O)Nc1ccc(Cl)cc1
26: Fc1ccc(CSc2nnc(-c3cnccn3)n2Cc2ccco2)cc1
27: CCOc1ccccc1NC(=S)NCCc1ccc(F)cc1
28: O=C(CSc1ccsc1[N+](=O)[O-])NCCc1ccccc1
29: NC(=O)C1CCN(Cc2nc(-c3cccs3)no2)CC1
30: CN(C)S(=O)(=O)c1cccc(NC(=O)CSc2nncn2-c2ccccc2)c1
31: COC(=O)c1[nH]c2c(c1C)C(=O)CC(c1ccccc1)C2 (stereo not given)
32: O=C(CN1C(=O)CSC1=O)NCc1ccccc1
assay / entry,25,26,27,28,29,30,31,32
MmCpn inh,4%,-2%,0%,0%,5%,2%,0%,1%
CCT chaperon mod,-0.4,-3.5,-0.4,-0.7,-2.3,-1.2,-3.2,0.0
Akt phos inh,i,i,i,i,i,i,i,i
DRD3 antagonist,-11,8,-14,-8,6,6,-19,-19
EPAC2 agonist,9%,5%,7%,4%,10%,4%,4%,-5%
EPAC2 antag,-2%,-12%,-15%,8%,-2%,-5%,-2%,9%
PTHR1 agonist,17%,i,-9%,-25%,i,-71%[inhibitor],i,i
DRD3 agonist,-2,0,-3,-6,-10,5,-14,-3

# Shown with two lines to a compound: three of the compounds above.
# Screens in order: MmCpn inh, CCT chaperon mod, Akt phos inh, DRD3 antagonist, EPAC2 agonist, EPAC2 antag, PTHR1 agonist, DRD3 agonist
26) Fc1ccc(CSc2nnc(-c3cnccn3)n2Cc2ccco2)cc1
 : -2%, -3.5, i, 8, 5%, -12%, i, 0
27) CCOc1ccccc1NC(=S)NCCc1ccc(F)cc1
 : 0%, -0.4, i, -14, 7%, -15%, -9%, -3
28) O=C(CSc1ccsc1[N+](=O)[O-])NCCc1ccccc1
 : 0%, -0.7, i, -8, 4%, 8%, -25%, -6

# Going on with the list.
33: CCOC(=O)c1ccccc1NC(=O)COC(=O)CCC(=O)c1ccc(C)cc1
34: O=C(Nc1ccc(N2CCN(C(=O)c3ccco3)CC2)cc1)c1ccccc1Br
35: CCCCn1cc([N+](=O)[O-])nc1C
36: CCN(CC)CCN1C(=O)C(=O)/C(=C(/O)c2ccc(OC(C)C)cc2)C1c1ccncc1 (stereo not given)
37: CC(C)CCN1CCNC(=O)C1CC(=O)N(C)CCCN1CCOCC1 (stereo not given)
38: CCN(CC)c1ccc(C(=O)n2cnc3ccccc32)cc1
39: COc1cccc(-c2nc(CSCC(=O)N3CCc4ccccc43)c(C)o2)c1
40: O=C(C[n+]1ccc(C(=O)N/N=C/c2ccc(Br)cc2)cc1)c1ccccc1
assay / entry,33,34,35,36,37,38,39,40
MmCpn inh,-1%,-1%,0%,-2%,-9%,0%,1%,0%
CCT chaperon mod,2.3,1.0,-2.2,-0.6,-3.2,0.3,-1.9,-0.9
Akt phos inh,i,i,i,i,i,i,i,i
DRD3 antagonist,-14,5,-20,2,5,-16,-12,-13
EPAC2 agonist,1%,9%,5%,2%,-8%,4%,16%,0%
EPAC2 antag,9%,10%,4%,8%,3%,-18%,-1%,18%
PTHR1 agonist,i,-7%,i,-77%[inhibitor],-21%,-97%[inhibitor],i,-29%
DRD3 agonist,2,13,-6,1,14,3,-7,-2

# Some of the entries so far, as tab-separated lines.
no.	Structure	MmCpn inh	CCT chaperon mod	Akt phos inh	DRD3 antagonist	EPAC2 agonist	EPAC2 antag	PTHR1 agonist	DRD3 agonist
37	CC(C)CCN1CCNC(=O)C1CC(=O)N(C)CCCN1CCOCC1 (stereo not given)	-9%	-3.2	i	5	-8%	3%	-21%	14
38	CCN(CC)c1ccc(C(=O)n2cnc3ccccc32)cc1	0%	0.3	i	-16	4%	-18%	-97%[inhibitor]	3
39	COc1cccc(-c2nc(CSCC(=O)N3CCc4ccccc43)c(C)o2)c1	1%	-1.9	i	-12	16%	-1%	i	-7
40	O=C(C[n+]1ccc(C(=O)N/N=C/c2ccc(Br)cc2)cc1)c1ccccc1	0%	-0.9	i	-13	0%	18%	-29%	-2

# Additional records follow:
41: Cc1noc(C)c1S(=O)(=O)Nc1ccc(C(=O)NC2CCCCC2C)cc1 (stereo not given)
42: O=C(Nc1c(-c2ccccc2)[nH][nH]c1=O)c1cccs1
43: Cc1ccc(S(=O)(=O)Nc2cccc(C(=O)NCC(c3ccco3)N3CCCCC3)c2)cc1F (stereo not given)
44: Cc1cccc(OCCCC(=O)Nc2nccs2)c1
45: O=C(Nc1ccccc1Cl)C1CCCN(S(=O)(=O)c2ccc(F)cc2)C1 (stereo not given)
46: Cc1cccc(NC(=O)CNC(=O)c2cc(C3CC3)nn2-c2ccccc2)c1C
47: Cc1ccc(C(=O)O/N=C(\N)c2ccccn2)c(C)c1
48: COc1cc(/C=C/C(=O)OCC(=O)N2CCN(C(=O)c3ccco3)CC2)ccc1O
49: O=C(NC(=S)N1CCCCCC1)c1ccc(Cl)cc1Cl
assay / entry,41,42,43,44,45,46,47,48,49
MmCpn inh,-2%,/,0%,0%,-2%,1%,-2%,2%,-2%
CCT chaperon mod,-0.4,/,-2.0,-9.7,3.0,-4.8,0.5,-4.6,-11
Akt phos inh,i,i,i,i,i,i,i,i,i
DRD3 antagonist,-26,-25,-25,6,-24,-10,-12,-5,-22
EPAC2 agonist,3%,4%,-2%,0%,12%,-3%,14%,-9%,3%
EPAC2 antag,8%,-13%,-17%,6%,?,-2%,-4%,-3%,2%
PTHR1 agonist,i,i,-21%,-8%[57.5 µM],29%[57.5 µM],i,-39%[inhibitor],i,-11%
DRD3 agonist,3,-4,-9,1,6,-21,-2,0,2
